AID2073: inhibitors of Mint1-CaV2.2 protein interaction, biochemical, HTRF (AID 2073); HTRF protein-protein interaction, Mint1-CaV2.2; higher % means a stronger effect; inhibition, % at 20 µM; hits with a dose series show IC50 in µM; 0.19% of 290,000 active; in the data active means inhibition mostly above about 51%, no sharp cut-off; inconclusive means no clear call, values can overlap the other calls; inactive means mostly below about 53%; further: some results filed as inactive read as strong as hits
HIV peptide binding: inhibitors of HIV fusion peptide binding, primary screen, biochemical, uHTS, fluorescence dequenching (AID 1986). cell-free peptide binding, fluorescence dequenching, 30 min; higher % means a stronger effect. one-dose inhibition, % at 20 µM; IC50 in µM for titrated hits. 0.3% of 290,000 active; in the data active means inhibition mostly above about 52%, no sharp cut-off; inactive means mostly below about 76%; further: some results filed as inactive read as strong as hits
HEK293 NOD2/NF-kB: NOD2 signaling inhibitors, cell-based, luminescence, uHTS, HEK293 (AID 1566) | HEK293 NOD2/NF-kB luciferase reporter, luminescence; higher % means a stronger effect | 0.63% of 290,000 active | one-dose inhibition, % at 4 µM; EC50 in µM for titrated hits; further: many of its hits are not listed in these tables
Myeloid diff 2: induction of myeloid progenitor differentiation, primary screen, cell-based, flow cytometry, MLPCN library; calls only at 10 µM; 1% of 360,000 active; ER-HoxA9 myeloid progenitors, lysozyme-GFP differentiation;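 active means normalized GFP-positive differentiation at or above the plate's own cutoff, the solvent-only control mean plus 3 SD; inconclusive means no clear call, values can overlap the other calls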;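 further: cells exposed to compound for four days before flow analysis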
XIAP displacement: XIAP antagonists, biochemical, IAP family, fluorescence polarization (AID 1018); XIAP BIR domain, fluorescence polarization peptide displacement; higher % means a stronger effect; 0.007% of 200,000 active; displacement, % at 20 µM, or IC50 in µM where a hit was titrated; E3 ubiquitin-protein ligase XIAP (Homo sapiens); in the data active means displacement above about 50%; further: a part of the inactive calls stands beside numbers as strong as those of hits
SIAH1 antagonists: Siah-1 peptide-binding antagonists, primary screen, biochemical, fluorescence polarization, rhodamine-plectin, uHTS (AID 1817). displacement, % at 20 µM; hits with a dose series show IC50 in µM. 0.02% of 290,000 active. E3 ubiquitin-protein ligase SIAH1 (Homo sapiens). Siah-1 / rhodamine-plectin peptide fluorescence polarization; higher % means a stronger effect;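 active means displacement of at least 50% at 20 µM, with a fluorescence ratio check between 0.3 and a set limit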;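 further: plate controls were Siah plus tracer with DMSO for no effect and tracer alone without Siah for full effect; strong numbers were not always called active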
LYP phosphatase: inhibitors of LYP phosphatase, biochemical, fluorescence intensity, uHTS (AID 1779) | Tyrosine-protein phosphatase non-receptor type 22 (Homo sapiens) | recombinant LYP phosphatase, fluorescence intensity; higher % means a stronger effect | inhibition, % at 11.5 µM; hits with a dose series show IC50 in µM | 0.054% of 290,000 active;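 further: plate controls were vehicle with enzyme for no effect and no enzyme for full effect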
Hep lipid drop: inhibitors of hepatocyte lipid droplet formation, primary screen, imaging, high-throughput imaging, BODIPY stain. AML12 mouse hepatocytes, oleate lipid droplets. inhibition, % at 6.5 µM. 0.4% of 240,000 active;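 active means lipid droplet intensity inhibited by at least 50%, with more than 500 cells counted; inconclusive means wells with under 300 cells, treated as cytotoxic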
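Material: mouse AML12 hepatocyte cell line, fixed after treatment; Timing: compound with oleate, overnight; Technique: high-content imaging of BODIPY-stained droplets and DAPI nuclei; Probe or stimulus: oleate, 100 µM final; Dosing: compound at 6.5 µM only.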
NS5 inhibitors: Dengue-2 NS5 methyltransferase inhibitors, primary screen, biochemical, confirmation dose response (AID 588689). Genome polyprotein (Dengue virus type 2 (strain 16681-PDK53)). Dengue-2 NS5 methyltransferase capping enzyme assay, biochemical; higher % means a stronger effect. inhibition, % at 25 µM; hits with a dose series show IC50 in µM. 0.3% of 340,000 active; in the data active means a potency from the dose series; inconclusive means inhibition above about 29% without an active follow-up result
Hep lipid drop cells 6.5 µM: recorded beside Hep lipid drop, whose call it bears; cell count; measured here: cell count, cytotoxicity flag;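 cells counted across two imaged fields per well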
NS5 inhibitors pilot replicate: further read-out of NS5 inhibitors, marked with its call; inhibition, %; measured here: pilot screen replicate inhibition
Myeloid diff 2 GFP+ MAC1+ %: second read-out of Myeloid diff 2, no call of its own (marks repeat the call); GFP+ MAC1+ double positive, %; measured here: differentiation confirmed by MAC1 staining
* marks the source's active call; other numbers are inactive results; i = inactive; ? = inconclusive; nt = not tested or not shown. Unless noted, no stated cut-off is given here; in the data, active means inhibition above about 50%; inactive means the rest. This is a subset; the hit share may differ from the screen's.

SMILES	AID2073	HIV peptide binding	HEK293 NOD2/NF-kB	Myeloid diff 2	Myeloid diff 2 GFP+ MAC1+ %	XIAP displacement	SIAH1 antagonists	LYP phosphatase	Hep lipid drop	Hep lipid drop cells 6.5 µM	NS5 inhibitors	others
Cc1cc(C)c(S(C)(=O)=O)c(=O)[nH]1	8.7%	-1.1%	3.5%	i	0.7	-2.5%	-10.6%	-2.3%	-1.6	733	5.2%
O=C(c1ccccc1)N1CCN(C(=O)c2nn3c(C(F)(F)F)cc(-c4ccco4)nc3c2Br)CC1	63.4%	35.4%	19.9%	i	2.0	nt	17.3%	4.6%	nt	nt	-8.2%
CCOC(=O)N1CCN(C(=O)CSc2ncnc3ccccc23)CC1	-2.6%	-1.3%	15.3%	i	2.3	-10.0%	-2.3%	-8.2%	-18.0	610	-0.7%
N=C(N)CCCOc1ccccc1-c1ccccc1	2.7%	1.4%	-3.9%	i	0.5	-4.2%	-3.2%	-7.5%	-1.2	594	-6.4%
CCc1cccc(NC(=O)CCC(=O)O)c1	-2.1%	0.9%	10.7%	i	1.2	-4.3%	3.7%	0.0%	17.8	628	0.7%
COC(=O)C(C)(C(=O)OC)c1ccccc1[N+](=O)[O-]	-6.2%	-1.7%	1.5%	i	1.1	-4.0%	-3.6%	-10.0%	9.5	786	1.5%
Cc1ccc(-c2nc3c(c(=O)c4ccccc4n3C)c(=O)n2-c2ccccc2)cc1	0.9%	-1.4%	8.6%	i	1.0	-6.6%	2.7%	5.6%	1.2	625	-5.9%
CCn1nc(C)cc1C(=O)N1CCCC(C(=O)c2ccc(OC)cc2C)C1 (centres undefined)	2.0%	0.0%	9.6%	i	0.8	nt	3.4%	-7.0%	-35.9	739	3.5%
CC1=C(C(=O)Nc2cc(C(=O)NCCCOC(C)C)ccc2C)SCCO1	-9.0%	-0.6%	-17.2%	i	1.1	nt	1.6%	-2.6%	7.1	825	-0.7%
C=CCn1c(SCC(=O)N2CCCCC2)nc(O)cc1=O	-4.5%	-2.2%	17.8%	i	7.3	-4.1%	1.3%	-8.8%	16.6	718	0.7%
CCc1ccc2c(c1)C(NC(C)=O)C(=O)N2CC (centres undefined)	5.5%	-2.9%	0.6%	i	5.3	-1.4%	-2.5%	1.9%	6.4	547	-4.9%
Cc1nn(C)c(C)c1NC(=O)Nc1cccc(C(F)(F)F)c1	8.3%	-0.5%	10.3%	i	1.1	-4.3%	-0.2%	-11.0%	nt	nt	-0.6%
Cc1noc(/C=C/N(C)C)c1S(=O)(=O)N1CCN(c2ccc(F)cc2)CC1	6.5%	-1.3%	11.2%	i	1.4	nt	-3.1%	-5.5%	6.4	758	-14.5%
NC(=O)NNc1ncc(C(F)(F)F)cc1Cl	-16.4%	-1.1%	18.4%	i	0.5	-5.0%	0.7%	-3.2%	-5.7	693	0.0%
COc1ccc(NC(=O)C(C)NS(=O)(=O)c2ccccc2)cc1Cl (centres undefined)	0.4%	-0.5%	13.2%	i	0.8	3.0%	2.2%	1.9%	-11.7	715	-1.7%
COc1cccc(NC(=O)CSc2nnc(-c3ccoc3C)n2CC2CCCO2)c1 (centres undefined)	17.5%	4.1%	-1.6%	i	2.8	-3.9%	-1.3%	3.9%	nt	nt	-1.6%
COC(=O)C(NS(C)(=O)=O)(c1c(C)[nH]c2ccccc12)C(F)(F)F (centres undefined)	-7.1%	-0.1%	-0.3%	i	0.8	16.4%	2.2%	-7.6%	nt	nt	-1.4%	NS5 inhibitors pilot replicate=-0.5
Cn1cnnc1SCC(=O)c1ccc(OC(F)F)cc1	-21.9%	-1.4%	4.5%	i	8.4	-3.7%	3.0%	-4.2%	14.3	780	-8.1%
O=C1CCN(CCc2ccccc2)CCN1[C@H](CSc1ccccc1)Cc1ccccc1	3.5%	1.6%	-30.2%	i	3.1	nt	-3.3%	-10.3%	-17.7	711	-6.1%
C/C(Cl)=C/Cn1c(NCCN(C)C)nc2c1c(=O)n(C)c(=O)n2C	3.4%	1.7%	-3.3%	i	1.3	0.5%	3.5%	1.0%	18.0	684	-4.1%
Cc1ccc(-c2nn(-c3ccccc3)cc2C2SCC(=O)N2Cc2ccccc2)o1 (centres undefined)	13.5%	5.0%	-2.5%	i	2.5	-9.5%	0.5%	8.6%	11.2	690	-3.4%
COc1ccc(C(=O)C(Cc2cc(C(C)=O)ccc2OC)N2CCCC2)cc1 (centres undefined)	5.3%	-0.5%	1.8%	i	0.5	-4.7%	-3.0%	1.3%	14.8	617	5.4%
CC(=O)c1cccc(NS(=O)(=O)c2c(C(=O)N3CCOCC3)c(C)n(C)c2C)c1	-3.5%	-1.5%	4.3%	i	2.0	nt	0.2%	-0.4%	-19.4	674	-2.7%
C/C(=N\Nc1nnc(C)c(=O)[nH]1)C(=O)O	-3.4%	4.2%	12.1%	i	0.9	-4.0%	-1.2%	-8.0%	nt	nt	-6.4%

Sorted by count of non-hydrogen atoms (descending): some entries from above.
SMILES	AID2073	HIV peptide binding	HEK293 NOD2/NF-kB	Myeloid diff 2	Myeloid diff 2 GFP+ MAC1+ %	XIAP displacement	SIAH1 antagonists	LYP phosphatase	Hep lipid drop	Hep lipid drop cells 6.5 µM	NS5 inhibitors	others
O=C1CCN(CCc2ccccc2)CCN1[C@H](CSc1ccccc1)Cc1ccccc1	3.5%	1.6%	-30.2%	i	3.1	nt	-3.3%	-10.3%	-17.7	711	-6.1%
COc1cccc(NC(=O)CSc2nnc(-c3ccoc3C)n2CC2CCCO2)c1 (centres undefined)	17.5%	4.1%	-1.6%	i	2.8	-3.9%	-1.3%	3.9%	nt	nt	-1.6%
C/C(Cl)=C/Cn1c(NCCN(C)C)nc2c1c(=O)n(C)c(=O)n2C	3.4%	1.7%	-3.3%	i	1.3	0.5%	3.5%	1.0%	18.0	684	-4.1%
Cn1cnnc1SCC(=O)c1ccc(OC(F)F)cc1	-21.9%	-1.4%	4.5%	i	8.4	-3.7%	3.0%	-4.2%	14.3	780	-8.1%
NC(=O)NNc1ncc(C(F)(F)F)cc1Cl	-16.4%	-1.1%	18.4%	i	0.5	-5.0%	0.7%	-3.2%	-5.7	693	0.0%
C/C(=N\Nc1nnc(C)c(=O)[nH]1)C(=O)O	-3.4%	4.2%	12.1%	i	0.9	-4.0%	-1.2%	-8.0%	nt	nt	-6.4%

(continued)
SMILES	AID2073	HIV peptide binding	HEK293 NOD2/NF-kB	Myeloid diff 2	Myeloid diff 2 GFP+ MAC1+ %	XIAP displacement	SIAH1 antagonists	LYP phosphatase	Hep lipid drop	Hep lipid drop cells 6.5 µM	NS5 inhibitors	others
Cc1ccc(/C=C/C(=O)C2C(=O)c3ccccc3C2=O)cc1	5.9%	0.2%	2.2%	nt	nt	-9.1%	-2.4%	3.3%	nt	nt	13.3%
CCCN(CCC)CCCNC(=O)c1cn(-c2ccc(OC)cc2)c(=O)c2ccccc12	2.6%	0.4%	-6.2%	i	0.9	nt	-4.4%	-6.4%	-0.5	837	2.0%
CCc1cc2ccc(C)cc2nc1SCC(=O)c1ccc(NC(C)=O)cc1	6.7%	3.5%	42.7%	i	7.7	-7.0%	0.6%	2.4%	nt	nt	-1.4%
CC(C)(C)C(=O)NNC(=O)c1cnccn1	14.6%	0.8%	-1.1%	i	0.7	nt	2.7%	-5.1%	-3.2	660	4.6%
O=C(Nc1ccc(F)cc1F)Nc1sccc1-c1nc2ccccc2s1	17.6%	3.3%	14.1%	i	0.4	nt	6.3%	4.5%	12.1	720	-20.3%
Cc1ccc(C(=O)Nc2nc(C)c(C(=O)Nc3ccc4c(c3)CCC4)s2)cc1	19.0%	2.2%	-101.5%	?	nt	0.1%	2.9%	3.1%	-69.4	426	nt
N#CCSc1ccc2nc(-c3ccccc3)cn2n1	5.7%	-0.5%	-44.1%	i	0.7	nt	4.8%	-12.8%	-8.7	801	-6.4%
COC(=O)c1ccc(N2CCN(C(C)=O)CC2)c(NC(=O)COc2ccccc2C)c1	?	-0.7%	20.0%	i	0.3	-4.4%	14.4%	-4.3%	8.3	772	1.5%
CCCCN(C(=O)NC(=O)Nc1cccc(C)c1C)S(C)(=O)=O	2.3%	-1.6%	18.9%	i	6.1	-1.3%	-1.3%	-3.6%	16.5	772	-3.5%
Cc1ccc2c(c1)C1CN(C)CCC1N2C(=O)c1ccccc1NS(=O)(=O)c1ccc(F)cc1C (centres undefined)	-6.8%	1.6%	4.6%	i	0.4	-11.0%	-4.6%	0.8%	-17.2	658	-2.9%
CCCCCCNc1c([N+](=O)[O-])c(=O)sc2ccccc12	12.8%	2.8%	47.5%	i	0.6	-4.5%	5.0%	-4.8%	6.2	698	-0.8%
CN(C)CC(C)(C)CNS(=O)(=O)c1cccc2nsnc12	0.7%	3.7%	11.6%	i	0.5	-3.6%	11.0%	-6.0%	10.3	744	-1.5%
CCOc1ccc(NC(=O)N2CCN(c3nc4ccccc4s3)CC2)cc1	6.1%	0.9%	44.0%	i	1.0	-5.3%	-1.8%	-12.1%	nt	nt	6.1%
Cc1nc(N2CCOCC2)[nH]c(=O)c1CCC(C)C	-0.1%	0.2%	-9.0%	i	2.0	-3.5%	0.7%	-3.6%	1.3	784	-3.3%
CSc1nsc(NC(=O)CCNC(=O)c2ccc([N+](=O)[O-])cc2)n1	-1.1%	-2.5%	-5.5%	i	0.7	nt	1.8%	-9.3%	-9.1	752	-1.8%
Cc1ccc(C(=O)Nc2nc(=O)n(C(=O)CC(C)C)s2)cc1	-8.4%	18.7%	19.4%	nt	nt	-3.1%	1.5%	-4.2%	-22.7	672	-4.2%
Cc1nc(SCC(=O)Nc2cc(C)on2)c2c(C)c(C)sc2n1	-9.7%	0.4%	-5.4%	i	7.6	-4.3%	-2.2%	-1.3%	nt	nt	-5.6%
c1ccc(C2Oc3ccccc3C3CC(c4cccs4)=NN32)cc1 (centres undefined)	7.3%	-1.5%	1.5%	i	0.3	2.1%	-4.6%	-0.3%	-2.9	670	-2.6%
O=C(N/N=C/c1ccccc1C(=O)O)c1cccc(S(=O)(=O)Nc2cc(Cl)ccc2Cl)c1	-4.1%	30.7%	7.2%	i	0.1	nt	2.1%	-3.9%	0.4	661	24.3%
O=C(Cn1ccc(C(F)(F)F)n1)N/N=C/c1ccc2c(c1)OCO2	4.7%	-1.9%	-12.6%	i	0.6	1.3%	6.4%	-5.1%	-13.3	653	-2.2%
